MIN6 prolif = MIN6 beta-cell proliferation induction; MIN6 cells proliferation, ATPlite luminescence, 48 h; cells starved in 0.2% serum; 100% = growth in 10% serum; proliferation, % at 10 µM; actives 0.29% (n = 330,000);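 active = compounds whose signal lies at least 3.5 SD above the mean of all wells on their plate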;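 also: 0% = DMSO-treated cells in low-serum medium and 100% = 10% serum control; some compounds called inactive have numbers as strong as hits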
SENP8 block-1 = SENP8 (human) protease inhibition | Q96LD8 | recombinant SENP8, Nedd8 substrate fluorescence | inhibition, % at 20 µM | actives 0.64% (n = 360,000) | AID 602440; in the data active = inhibition mostly above about 40%, no sharp cut-off; inactive = mostly below about 27%
UBC13 polyUb = inhibitors of human UBC13 polyubiquitin chain formation. AID 485273. inhibition, % at 20 µM. actives 0.47% (n = 330,000). TR-FRET; in the data active = inhibition above about 45%, passing the limit was not always enough
SENP7 inh = blocks the human protease SENP7. actives 1.5% (n = 330,000). AID 434973. inhibition, % at 5 µM. recombinant SENP7, Z-RLRGG-aminoluciferin luminescence, 40 min;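 active = inhibition above about 50% at the single test dose, limit read from the data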;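 also: plate controls were DMSO with enzyme for no effect and no enzyme buffer wells for full effect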
Target sequence (Q9BQF6 706-1050 limits assumed): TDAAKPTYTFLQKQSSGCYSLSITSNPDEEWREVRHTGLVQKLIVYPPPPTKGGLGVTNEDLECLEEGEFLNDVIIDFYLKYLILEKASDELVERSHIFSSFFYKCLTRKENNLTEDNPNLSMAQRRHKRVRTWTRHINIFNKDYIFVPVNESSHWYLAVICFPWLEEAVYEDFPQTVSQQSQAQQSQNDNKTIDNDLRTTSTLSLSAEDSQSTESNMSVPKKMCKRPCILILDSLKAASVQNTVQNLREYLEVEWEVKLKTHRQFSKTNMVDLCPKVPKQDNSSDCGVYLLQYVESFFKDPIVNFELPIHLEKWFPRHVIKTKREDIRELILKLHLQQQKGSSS
SENP1 FRET inh = blocks the human SENP1 SUMO protease catalytic domain. actives 0.21% (n = 360,000). inhibition, % at 10 µM. recombinant SENP1 catalytic domain, CyPet-SUMO1-YPet FRET cleavage;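 active = inhibition at least 30% at 10 µM, raw YFP signal under a set limit, fluorescence ratio 0.5 to 1.5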;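 also: 0% = enzyme with DMSO and 100% = no enzyme wells; some results filed as inactive read as strong as hits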
Target sequence (Q9P0U3 419-644 limits assumed): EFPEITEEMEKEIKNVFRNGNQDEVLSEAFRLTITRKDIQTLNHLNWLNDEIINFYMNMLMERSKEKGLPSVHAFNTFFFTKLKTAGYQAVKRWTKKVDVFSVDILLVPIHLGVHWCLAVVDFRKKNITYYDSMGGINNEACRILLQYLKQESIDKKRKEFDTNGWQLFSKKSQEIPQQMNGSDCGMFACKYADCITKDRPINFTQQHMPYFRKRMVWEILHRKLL
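Assay system – human recombinant His6-tagged SENP1 catalytic domain enzyme · Input – SENP1 enzyme, 20 pM final · Buffer or medium – Tris pH 8 buffer plus EDTA, NaCl, BME, BSA, NP40, catalase · Schedule – 50 min reaction at room temperature · Technique – FRET read of cyan and yellow fluorescence · Control set – no-enzyme wells low, DMSO-plus-enzyme wells high control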
HKDC1 inhibitor = inhibitors of human hexokinase HKDC1; AID 493160; inhibition, % at 20 µM; actives 0.16% (n = 340,000); Q2TB90; recombinant HKDC1, G6PDH/diaphorase resazurin coupled fluorescence;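 active = inhibition above about 35% when tested at 20 µM, limit read from the data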;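 also: plate controls were DMSO wells with enzyme for no effect and DMSO wells lacking enzyme for full effect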
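test system = in-house recombinant HK5 (HKDC1) enzyme | amount = HKDC1 at 5 µg/mL | control set = DMSO-enzyme wells negative, buffer-substituted wells positive | compound = one dose of 20 µM, 1% DMSO | schedule = reaction time 90 min, room temperature, protected from light | technique = resorufin fluorescence at 613 nm | reagent = glucose with 1 mM ATP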
SENP8 block-2 = blocks the human protease SENP8; actives 1.2% (n = 330,000); purified SENP8, Z-RLRGG-aminoluciferin cleavage, luminescence; Q96LD8; inhibition, % at 10 µM; AID 2540; in the data active = inhibition above about 50%
SENP6 inh = SENP6 protease inhibition; Q9GZR1; inhibition, % at 10 µM; AID 2599; Recombinant SENP6 catalytic domain, aminoluciferin luminescence; actives 1.8% (n = 330,000);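 active = inhibition above about 50% at the single tested dose, limit read from the data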;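 also: plate controls were DMSO wells with enzyme for no effect and DMSO wells lacking enzyme for full effect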
Target sequence (Q9GZR1 628-1112 limits assumed): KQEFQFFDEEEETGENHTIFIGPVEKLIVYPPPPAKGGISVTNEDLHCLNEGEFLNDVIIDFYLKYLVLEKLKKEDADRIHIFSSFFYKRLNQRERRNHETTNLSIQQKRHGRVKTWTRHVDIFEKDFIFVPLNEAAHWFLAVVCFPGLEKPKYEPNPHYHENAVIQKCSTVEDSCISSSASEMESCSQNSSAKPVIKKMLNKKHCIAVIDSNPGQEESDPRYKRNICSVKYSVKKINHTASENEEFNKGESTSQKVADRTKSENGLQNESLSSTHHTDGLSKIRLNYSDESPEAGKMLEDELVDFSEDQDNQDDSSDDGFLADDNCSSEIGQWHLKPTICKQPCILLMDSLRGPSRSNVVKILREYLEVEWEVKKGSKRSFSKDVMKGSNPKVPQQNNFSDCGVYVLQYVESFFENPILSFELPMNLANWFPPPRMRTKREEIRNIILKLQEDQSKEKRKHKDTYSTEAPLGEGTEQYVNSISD
PfGluPho inh = PfG6PD (Plasmodium falciparum) enzyme inhibition; PfGluPho enzyme, NADPH resazurin-diaphorase fluorescence; inhibition, % at 20 µM; actives 0.78% (n = 350,000); AID 504690;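 active = inhibition reaching at least a set limit at 20 µM in the primary screen, cut at about 59% in these data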;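 also: 0% = DMSO wells with substrate and 100% = DMSO wells lacking glucose-6-phosphate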
Starred values were filed as active, the others as inactive; i = inactive; x = no result given. No enrichment for hits. Share with any hit: about 4%.

SMILES	MIN6 prolif	SENP8 block-1	UBC13 polyUb	SENP7 inh	SENP1 FRET inh	HKDC1 inhibitor	SENP8 block-2	SENP6 inh	PfGluPho inh
CC(=O)N1CCc2cc(S(=O)(=O)CCC(=O)Nc3ccc(Cl)cc3F)ccc21	-1	11	4	6	2	-6	-3	15	13
Cc1cccc(N2CCN(C(=S)NCc3ccco3)CC2)c1C	-1	14	-2	-4	1	-10	-10	-8	11
C/C(=N/NS(=O)(=O)c1cccc([N+](=O)[O-])c1)c1ccncc1	-4	6	-2	-9	1	2	7	2	23
CCCOc1ccc(-c2nn(-c3ccccc3)cc2/C=C2\SC(N)=NC2=O)cc1C	0	-286	-1	4	-7	9	3	13	16
COc1ccc(NC(=O)CSc2nc(C)c3c(c2C#N)CCCC3)cc1	4	16	12	2	0	2	-1	8	-7
CCN(C(=O)C(C)OC(=O)c1nn(-c2ccccc2C(F)(F)F)cc1O)c1ccccc1 (stereo not given)	-3	3	-8	-4	-2	-7	-17	2	7
COc1ccc(CCNC(=O)NC23CC4CC(CC(C4)C2)C3)cc1	-1	6	-6	1	3	9	-2	-1	-10
Cc1ccc(C(=O)N2CCCC(c3ccccc3)=N2)cc1	3	-4	3	2	0	-7	3	-16	2
O=C(O)CCC(=O)NCCc1cccc(Cl)c1	-2	9	0	-3	3	-1	-1	-19	-3
O=C(CCl)Nc1ccc(S(=O)(=O)Nc2nccs2)cc1	-3	9	-1	-5	0	-2	-4	-3	-11
C=CCn1c(N(C)C)nc2c1c(=O)[nH]c(=O)n2C	0	10	-2	-8	2	-6	-8	-8	1
O=C(NCCc1ccc(Cl)cc1)c1cc(S(=O)(=O)N2CCCCC2)c[nH]1	-2	9	9	18	1	3	-3	-3	15
COC(=O)CCc1c(C)nn(-c2ccccc2)c1C	-3	15	6	5	1	-1	-3	-7	-6
O=C(CSc1nnc(-c2ccncc2)o1)Nc1cc(Cl)ccc1C(=O)O	-3	-10	1	-7	0	-1	-3	5	60*
CCN1C(=O)[C@H]2[C@@H](c3ccc(-c4cccc(Cl)c4)c(OC)c3)N[C@@](C)(C(=O)OC)[C@H]2C1=O	-8	-111	7	1	-2	-4	3	8	2
c1cc2c3c(cccc3c1)NC1(CCCCC1)N2	-2	3	-21	-21	5	6	13	-5	15
CCOC(=O)[C@@H]1[C@H]2COc3cc(OC)ccc3[C@H]2N2C(=O)N(c3ccc(C(F)(F)F)cc3)C(=O)[C@]12C	-6	4	-1	14	-2	3	9	-3	13
COc1ccccc1-n1c(COc2ccccc2-c2ccccc2)nnc1SCC(=O)c1c(N)n(C)c(=O)n(C)c1=O	0	12	-5	5	1	-1	-6	-15	0
COC(=O)[C@H](Cc1ccccc1)NC(=O)C1CCN(C(=O)[C@H](C)NS(=O)(=O)c2ccc(C)cc2)CC1	-2	4	7	-1	0	-8	-6	-7	13
CCc1[nH]nc2c1C(C(C)C)C(C#N)=C(N)O2 (stereo not given)	-2	-2	-7	-4	1	0	-8	-16	2
CCN1CCN(C2CCCCC2NS(=O)(=O)c2ccccc2)CC1 (stereo not given)	2	21	-6	3	2	0	5	4	5
O=C(Cn1c(=O)oc2ccccc21)Nc1nnc(N2CCCCCC2)s1	-1	2	1	-1	2	-2	3	12	-2
CN(C(=O)C1CCCO1)c1nnc(-c2cnccn2)s1 (stereo not given)	0	-55	-13	-11	2	2	-16	-6	-4
CN(C)Cc1c(O)ccc2c(=O)c(-c3ccc(Cl)cc3)coc12	-3	-445	2	0	-2	-6	-3	3	-9
O=C(Nc1ccc(Cl)cc1)NC1CCCC1Cc1ccco1 (stereo not given)	-2	-6	-2	5	-8	1	5	2	34

Overlap with the part before: four entries, then new ones.
SMILES	MIN6 prolif	SENP8 block-1	UBC13 polyUb	SENP7 inh	SENP1 FRET inh	HKDC1 inhibitor	SENP8 block-2	SENP6 inh	PfGluPho inh
O=C(Cn1c(=O)oc2ccccc21)Nc1nnc(N2CCCCCC2)s1	-1	2	1	-1	2	-2	3	12	-2
CN(C(=O)C1CCCO1)c1nnc(-c2cnccn2)s1 (stereo not given)	0	-55	-13	-11	2	2	-16	-6	-4
CN(C)Cc1c(O)ccc2c(=O)c(-c3ccc(Cl)cc3)coc12	-3	-445	2	0	-2	-6	-3	3	-9
O=C(Nc1ccc(Cl)cc1)NC1CCCC1Cc1ccco1 (stereo not given)	-2	-6	-2	5	-8	1	5	2	34
CCOC(=O)Nc1ccc(S(=O)(=O)Nc2nc(C)cc(C)n2)cc1	1	10	4	-1	3	-1	2	11	-4
Cc1cc(CNC(=O)[C@H]2C[C@@H]2[C@H](NP(=O)(c2ccccc2)c2ccccc2)c2ccccc2)nn1C	-1	x	7	10	x	-4	-2	-2	8
Cc1ccccc1CN(c1ccc(C(=O)N2CCc3ccccc3C2)cc1)S(C)(=O)=O	-2	14	13	6	1	4	0	-4	3
CCOc1ccc(C2/C(=C(/O)c3ccc(F)cc3)C(=O)C(=O)N2CCCN(C)C)cc1 (stereo not given)	1	13	-1	1	2	-5	0	-3	8
CC(Sc1ccc(S(=O)(=O)N2CCOCC2)cc1[N+](=O)[O-])C(=O)O (stereo not given)	0	14	7	-1	0	11	-1	-6	-17
CC(C)(C#CC(O)(c1ccccc1)c1ccccc1)N1CCCC1	3	6	7	4	1	-12	3	-21	0
O=C(Cc1ccccc1)N/N=C/c1ccccn1	0	2	4	-4	-2	-7	-3	-17	-10
COC(=O)CN1C(c2cccc(Cl)c2)=Nc2ccc(Cl)cc2C1c1ccccc1 (stereo not given)	x	27	x	x	3	-2	x	x	28
COCCn1c(SCC(=O)Nc2ncc(C)s2)nc2sc3c(c2c1=O)CCC3	3	x	-3	5	x	x	2	2	x
CCn1c(NC(=S)Nc2ccccc2)nc2ccccc21	-4	24	9	-11	1	-19	-2	-13	-3
CC(c1ccc(C(C)(C)C)cc1)S(=O)CC(O)CO (stereo not given)	-1	12	-1	0	0	-5	3	-1	-4
Cn1c(=O)c(NCCO)c2c3c(cccc31)C(=O)c1ccccc1-2	2	-34	i	-1	-21	2	5	-4	-15
CCOc1ccc(C(=O)OC(C)CN2CCCCC2)cc1 (stereo not given)	-1	4	-11	4	1	-3	-6	10	7
Cc1cc(-c2nnc(SCC(=O)Nc3ccc(C(F)(F)F)cc3)n2C)no1	-2	4	1	-2	0	-2	3	-12	14
COc1ccc(NC(=O)Cc2nnc(SCC(=O)Nc3cc(C)ccc3OC)n2C)cc1	-1	10	6	-2	1	-2	-4	-2	-4
CCOC(=O)c1csc(NC(=O)c2ccc(S(=O)(=O)N(CC)CC)cc2)n1	-1	-6	-2	0	-1	-5	-1	8	-19
CCOC(=O)c1c2ccc(OCC(=O)N/N=C/c3ccc(C)cc3)cc2n2ccccc12	-7	-487	-10	19	6	2	14	39	26
Cc1cc(NC(=O)CSc2nnc(COc3cccc(C)c3C)n2C)no1	-3	10	-8	-3	1	-3	-9	-7	-12
Cc1ccc(NC(=O)Cn2nc(C)c3ccccc3c2=O)c(C)c1	-1	9	-14	-10	2	2	-7	0	-4
NC(=O)c1ccc(C(F)(F)F)n(Cc2cccc(Cl)c2)c1=O	0	4	13	-2	2	-4	-2	13	4
COc1cccc(/C=N/n2c(SC)nnc2-c2ccccc2)c1OC	1	-26	2	-7	1	0	-8	-16	-26
CCOC(=O)c1nnn(-c2nonc2N)c1-c1ccc(Cl)cc1	4	12	0	-2	3	21	-11	-21	6
CCN1CCN(c2c(Cl)cccc2NC(=O)c2ccco2)CC1	-1	10	-5	12	0	-5	-11	-11	6
O=C(Nc1ccc(Cl)c(S(=O)(=O)Nc2ccccc2Cl)c1)c1cccs1	-2	3	3	-6	1	8	-1	-4	-40
CCn1c(=S)sc2c(=O)n(CC(=O)Nc3ccc(OC)c(Cl)c3)c(C)nc21	-5	12	-6	-4	0	-2	1	-7	-2
(listing goes on)
SMILES	MIN6 prolif	SENP8 block-1	UBC13 polyUb	SENP7 inh	SENP1 FRET inh	HKDC1 inhibitor	SENP8 block-2	SENP6 inh	PfGluPho inh
O=c1c2[nH]c3ccc(F)cc3c2ncn1C1CCCCC1	-3	-117	2	-7	-3	-6	-9	0	-21
Cc1ccc(-c2nn(-c3ccc(F)cc3)cc2C(=O)NCCCN2CCCC2=O)cc1	-3	13	-2	2	2	-3	-2	5	13
COCCCNC(=O)c1cc(=O)n(Cc2ccc(Cl)cc2)c2ccccc12	-2	-89	16	-4	1	-4	1	-14	2
CCN(CC(=O)Nc1c(F)cccc1F)C(=O)c1ccc(Sc2nncn2C)c([N+](=O)[O-])c1	4	14	-5	3	0	-2	5	5	-13
C/C(=N\NC(=O)c1cccnc1)c1ccc(-c2ccccc2)cc1	-2	24	-5	-3	1	-7	-6	3	1
CCN(CC)S(=O)(=O)c1ccc(N2CCOCC2)c(NC(=O)c2ccc(N3CCCC3=O)cc2)c1	7	-7	1	-7	2	0	-1	-7	13
Cc1[nH]n(C)c(=O)c1[N+](=O)[O-]	-3	20	-8	-3	3	-10	0	18	-26
O=C(NCCSc1c[nH]c2ccccc12)c1c(F)cccc1F	-1	6	17	5	0	-5	-1	4	22
CC1(C)C/C(=C(/C#N)C(N)=O)CCO1	0	11	-13	-5	0	0	-8	-7	-5
CCOC(=O)Cn1c(=N)n(Cc2ccccc2F)c2ccccc21	-2	14	9	-1	0	-5	0	-13	-4
Cc1cccc(-n2c(O)c(C=NC3CCS(=O)(=O)C3)c3ccccc3c2=O)c1C (stereo not given)	-2	10	-2	0	0	-2	3	-18	-10
CC(=NNC(=S)Nc1ccc(C)cc1)c1ccccn1	x	11	x	x	3	-39	x	x	29
CC1=CC(C)(C)Nc2ccc(OC(=O)c3cccnc3)cc21	-5	-17	-6	-4	-44	19	-10	11	54
O=C(Cn1cnc2ccccc21)N/N=C/C(Br)=C/c1ccccc1	-6	10	-8	-5	1	1	-10	-9	-3
O=C(O)c1ccc(Cn2nnc3sc4c(c3c2=O)CCCC4)cc1	0	-16	6	-2	-5	1	5	2	-42
COc1ccc(/C=C/C(=O)Nc2cc(F)ccc2C)cc1S(=O)(=O)N1CCOCC1	-1	-8	-1	-2	-3	0	-6	3	16
O=C(c1ccc2c(c1)N(Cc1ccccc1)C(=O)c1ccccc1S2)N1CCCC1	1	19	0	0	1	-3	0	1	102*
O=C1CC(N2CCN(c3nc4ccccc4s3)CC2)C(=O)N1Cc1cccs1 (stereo not given)	1	21	-11	5	4	-4	-2	-20	7
CC1=C(C)Cc2c(OC(=O)c3ccccc3)ccc(OC(=O)c3ccccc3)c2C1	-1	x	4	1	x	x	-4	4	x
CCc1ccc2c(c1)C1(NN=C(c3ccc(C)cc3)S1)C(=O)N2 (stereo not given)	-3	-122	-45	-7	-21	-27	-10	-34	23
Cc1nc(-c2cccc3ccccc23)ccc1C(=O)O	0	-78	8	-8	0	-6	-4	-5	-23
Cc1ccc(S(=O)(=O)N2CCOCC2)cc1C(=O)Nc1cccc(S(=O)(=O)N2CCCC2)c1	-1	11	-8	1	-27	-3	-1	-10	17
Nc1nonc1-n1nnc(C(=O)N/N=C/c2ccccc2F)c1CN1CCc2ccccc21	-4	14	-15	10	-5	3	-2	-9	27
CCN(CC)S(=O)(=O)c1ccc(N2CCCCC2)c(NC(=O)/C=C/c2cc(OC)c(OC)c(OC)c2)c1	1	-106	-15	3	4	0	1	-7	0
CCN(CC)CCCNCC(=O)Nc1ccc(OC)c(Cl)c1	-1	x	3	3	x	x	-4	-16	x
COc1ccc2nc(NC(=O)c3sc4nc(C)cc(C)c4c3N)sc2c1	-3	i	13	3	-38	-2	-4	-6	16

Screens from PubChem.
